PvdQ inh: blocks Pseudomonas aeruginosa PvdQ acylase activity | AID 488965 | purified PvdQ acylase, fluorescence plate reader | actives 0.063% (n = 340,000) | inhibition, % at 10 µM; in the data active = inhibition above about 30%, passing the limit was not always enough; inconclusive = no clear call, values can overlap the other calls;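 note: 0% = vehicle neutral wells and 100% = reference inhibitor wells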
Rtt109 HAT inh: C. albicans Rtt109 histone acetyltransferase inhibition; Q5AAJ8; actives 0.16% (n = 330,000); inhibition, % at 34.9 µM; purified Rtt109/Vps75, ThioGlo CoA-SH fluorescence, 4 h;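 active = inhibition of at least 50% in every replicate; inconclusive = best replicate reaches 50% inhibition but some replicates fall short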
RTF Ca sens act: cardiac RTF calcium sensitization | P19429+P45379 | AID 493008 | actives 0.24% (n = 340,000) | IANBD-labeled TnC RTF fluorescence at EC20 calcium; 0% EC20 calcium, 100% full calcium | activation, % at 7.2 µM;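 active = activation above the mean over all tested compounds plus 3 SD, cut at about 30% in these data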;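 note: rise in fluorescence read as greater calcium sensitivity of cardiac thin filaments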
C-LANA FP: blocks KSHV LANA C-terminal domain binding to DNA. MBP-C-LANA/FAM-LBS DNA binding, fluorescence polarization. inhibition, % at 9 µM. actives 0.078% (n = 340,000). AID 504423;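 active = highest replicate inhibition at or above 60% at 9 µM, even if other replicates fall short; inactive = all replicates below 60% inhibition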;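 note: 0% = neutral control wells and 100% = 4 µM acridine orange control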
NSD2 inh: NSD2 (human) methyltransferase inhibition; NSD2 peptide methylation, AlphaScreen, 120 min; actives 0.54% (n = 310,000); AID 743445; inhibition, % at 12.5 µM; in the data active = inhibition above about 50%
RTF Ca sens inh: cardiac RTF calcium desensitization; P19429+P45379; IANBD-labeled cardiac RTF, Ca2+ fluorescence; inhibition, % at 7.15 µM; actives 0.12% (n = 340,000); AID 493244;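 active = inhibition above the mean inhibition of all tested compounds plus 3 SD, cut at about 17% in these data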;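 note: assay run at fixed EC70 calcium of 1.6 mM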
Keap1 Nrf2 FP: inhibitors of human Keap1-Nrf2 protein-protein interaction; actives 0.15% (n = 340,000); Keap1 Kelch-Nrf2 peptide fluorescence polarization, 1536-well; Q14145; inhibition, % at 9.4 µM; in the data active = inhibition above about 12%; inconclusive = no clear call, values can overlap the other calls; inactive = below about 7.3%;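 note: human Keap1 Kelch domain with fluorescein labeled Nrf2 9mer peptide probe; 0% = neutral control wells and 100% = peptide positive control; higher means more block of Keap1 binding to Nrf2 peptide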
Target sequence (Q14145 whole entry, looked up, the tested form may be a part): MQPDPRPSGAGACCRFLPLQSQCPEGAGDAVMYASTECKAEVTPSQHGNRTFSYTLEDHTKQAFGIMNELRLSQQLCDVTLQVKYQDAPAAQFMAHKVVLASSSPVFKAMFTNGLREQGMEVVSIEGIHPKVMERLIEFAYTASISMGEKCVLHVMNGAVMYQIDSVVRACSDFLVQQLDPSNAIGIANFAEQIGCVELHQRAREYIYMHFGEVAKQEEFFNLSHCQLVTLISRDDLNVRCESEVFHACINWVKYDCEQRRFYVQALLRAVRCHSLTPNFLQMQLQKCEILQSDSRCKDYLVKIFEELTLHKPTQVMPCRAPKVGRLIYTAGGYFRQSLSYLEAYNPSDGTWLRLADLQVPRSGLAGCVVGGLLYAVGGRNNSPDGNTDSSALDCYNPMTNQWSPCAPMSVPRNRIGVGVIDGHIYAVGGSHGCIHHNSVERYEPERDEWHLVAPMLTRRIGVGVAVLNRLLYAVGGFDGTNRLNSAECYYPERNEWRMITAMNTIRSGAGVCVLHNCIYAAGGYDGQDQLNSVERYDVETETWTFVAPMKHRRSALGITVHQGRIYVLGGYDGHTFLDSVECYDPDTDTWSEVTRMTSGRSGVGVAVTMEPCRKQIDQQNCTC
CDK5 inh: blocks human CDK5/p35 kinase activity; Recombinant CDK5/p35, ADP-Glo luminescence, 60 min; Q00535+Q15078; actives 0.01% (n = 330,000); inhibition, % at 10 µM; AID 488839;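 active = highest replicate inhibition of at least 50% and at least 75% of replicates reaching 50%; inconclusive = only one of the two criteria met; inactive = both criteria failed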;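 note: plate controls were DMSO neutral control for no effect and GW8510 at 10 µM for full effect; many of its hits are not listed in these tables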
PfHsp90 set2: reduces growth (ATP signal) of yeast expressing P. falciparum Hsp90. inhibition, % at 9.4 µM. S. cerevisiae expressing PfHsp90, BacTiter-Glo ATP, 48 h; yeast lacking PDR1 and PDR3 efflux regulators. AID 504621. actives 0.32% (n = 310,000);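 active = every replicate shows inhibition above about 80%, whatever the replicate mean, limit read from the data; inconclusive = mean inhibition reaches the set limit but some replicate falls short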;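 note: 0% = DMSO neutral controls and 100% = 20 µM radicicol positive controls; yeast relying on Plasmodium falciparum Hsp90 in place of its own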
Mot1-301 SUMO: inhibitors of SUMOylation pathway: yeast Mot1-301 growth rescue | S. cerevisiae Mot1-301 growth rescue, ATP luminescence, 38.5C; percent above DMSO median, 100 means doubled | growth rescue, % at 18.8 µM | actives 1% (n = 320,000) | AID 2716;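 active = every valid replicate shows activation above 250% relative to neutral control wells; inactive = the rest, any valid replicate at or below 250%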;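 note: OY570 slx delta 5 strain wells were the positive control but not used for scaling; some compounds called inactive have numbers as strong as hits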
dFosB act: mouse delta FosB homodimer activation. purified delta FosB, TAMRA-CDK5 oligo fluorescence polarization; percent of positive-control signal above neutral wells. actives 0.99% (n = 340,000). P13346. activation, % at 25 µM;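 active = mean activation above about 17%, with every replicate also reaching it, limit read from the data, passing the limit was not always enough; inconclusive = only one of the two conditions met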;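 note: fluorescence polarization rise as delta FosB binds a TAMRA Cdk5 AP-1 oligo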
Starred values were filed as active, the others as inactive; ? = inconclusive; . = no result given. Not a hit list (roughly 3.2% active in at least one column).

structure	PvdQ inh	Mot1-301 SUMO	CDK5 inh	PfHsp90 set2	C-LANA FP	RTF Ca sens inh	NSD2 inh	Rtt109 HAT inh	RTF Ca sens act	dFosB act	Keap1 Nrf2 FP
CCOc1ccc(OCC(=O)OC(C)C(=O)NC2CCCC2)cc1 (centres undefined)	-10	14	-7.0	9	7.0	-3	2	-5	3	-3	-5
Cc1ccc(C(=O)Nc2ccc(S(=O)(=O)N3CCN(C)CC3)cc2)o1	-5	-4	1.8	-7	0.2	6	-2	5	0	0	-6
COc1ccc(C2c3ccc4ccccc4c3Oc3ncn(CCN(C)C)c(=N)c32)cc1 (centres undefined)	-18	-17	-0.3	-8	-0.6	-4	11	8	-5	-10	-10
CN(C(=O)Nc1cnc2ccccc2c1)c1ccccc1	-17	5	2.7	9	-0.6	4	-3	-15	-8	8	2
CCCc1nc2sc3c(c2c(=O)n1N)CCC3	-8	82	0.1	-2	0.4	5	-6	-6	4	4	-3
CCOc1ccccc1Nc1ncnc2ccccc12	-4	-6	1.3	-25	0.8	8	-3	-1	0	8	-1
CC(C)(C)C(=O)OC/C(N)=N/OC(=O)c1ccc(Cl)c(Cl)c1	-2	8	-0.7	6	-1.4	-10	19	-5	5	-14	-4
COc1c(F)c(F)c(C(=O)O)c(Nc2ccccc2)c1F	-7	-3	2.0	-3	0.4	-7	0	1	-2	-3	-4
COc1ccc(NC(=O)Nc2nnc(-c3ccccc3F)s2)cc1	-16	-5	-1.8	-15	-1.6	-4	-3	-9	3	?	1
O=C(CS(=O)(=O)Cc1ccccc1)Nc1cccnc1	-6	-13	1.5	-9	0.2	-2	-1	-14	-9	-2	0
O=c1[nH][nH]cc1C=Nc1ccccc1O	11	7	1.1	-18	-0.7	4	4	31	3	-6	-3
O=C(COC(=O)C1COc2ccccc2O1)NC1CCS(=O)(=O)C1 (centres undefined)	-17	473*	0.7	-9	0.5	-1	-1	-1	7	-6	-6
CCOc1ccc(NC(=O)C/C(C)=N/NC(=O)Cc2ccc(Cl)cc2)cc1	-21	4	-1.3	4	-1.0	-14	.	-6	-6	1	0
Cc1csc(NC(=O)c2cccn2C)n1	2	-12	3.3	-8	0.0	-2	15	10	3	-3	2
COc1ccc(NC(C)=O)cc1S(=O)(=O)Nc1ccc2c(c1)OCCO2	-1	82	0.2	-22	-1.7	-5	0	5	3	0	-3
N#Cc1ccc(OCC(=O)Nc2ccc3[nH]c(=O)[nH]c3c2)cc1	-2	9	0.5	6	-0.5	-3	-1	5	-6	5	-2
NS(=O)(=O)c1ccc(CNC(=O)c2ccc(Cl)cc2[N+](=O)[O-])cc1	-2	-9	0.7	-13	-1.4	14	-1	0	-4	-1	3
COc1ccc(Cn2c(C)nc([N+](=O)[O-])c2SCC(=O)O)cc1[N+](=O)[O-]	0	-11	0.4	-10	-2.5	.	1	22	.	1	0
COc1ccc(NC(=S)NNC(=O)c2cccnc2)cc1OC	-8	-13	-1.4	13	0.1	-8	-2	-1	1	6	-4
COc1cnn(-c2ccccc2)c(=O)c1N(C)C	-7	3	0.3	3	-1.5	-5	2	8	-3	4	1
NC(=O)c1ccc(N2CCN(S(=O)(=O)c3cccs3)CC2)c([N+](=O)[O-])c1	4	10	0.3	5	0.7	-2	3	10	-3	-4	-3
O=C(CCc1ccccc1)NCCCN1CCOCC1	7	.	-0.7	12	-0.2	-7	98*	.	-5	-9	-6
Cc1nc(-c2ccc(F)cc2)c(CC(=O)N2CCN(S(=O)(=O)c3cccc(F)c3)CC2)s1	-8	10	-6.2	-26	0.4	-46	2	-9	-3	-2	-6
c1ccc(C2CN3CCSC3=N2)cc1 (centres undefined)	-13	372	-0.5	13	-1.4	6	.	3	11	-2	-6
Cc1c(Cl)c([N+](=O)[O-])nn1CC(=O)NCCCN1CCOCC1	-11	13	0.3	23	-0.6	-1	0	1	4	4	0
COc1ccccc1C(=O)Nn1c(C)nc2ccccc2c1=O	-14	0	1.7	-16	1.8	-15	-3	-12	3	-5	-1
Cc1cc(C(=O)COC(=O)c2ccc(O)cc2)c(C)n1Cc1ccco1	-4	-6	0.5	15	-2.3	-9	2	-2	-10	1	2
COc1ccc(-c2csc(C)n2)cc1Br	1	86	0.7	.	-0.2	-7	-5	-9	-5	-10	3
COc1cccc(NC(=O)C2CCCN(S(=O)(=O)c3cccc4cccnc34)C2)c1 (centres undefined)	3	-12	2.4	3	-0.9	-4	.	8	0	2	-5
CC1CCC(NC(=O)c2ccc(NC3=NC4CS(=O)(=O)CC4S3)cc2)CC1 (centres undefined)	-8	11	-4.5	-21	0.0	2	-1	4	1	5	-6
CCCCNC(=O)CCCn1c(=O)[nH]c2ccc(Br)cc2c1=O	11	166	1.6	.	0.2	4	.	6	1	-2	1
CCOc1ccccc1-c1nnc(CS(=O)(=O)c2ccccc2)o1	11	15	-1.8	-3	-1.8	-8	2	16	1	-5	4
Cc1cccc(C)c1NC(=O)C1c2cccc[n+]2CC(=O)N1Cc1cccs1 (centres undefined)	-19	-12	1.5	-11	-0.1	-4	-2	13	-2	-3	-2
CC(C)Cc1nn2c(=O)cc(COc3ccc(NC(=O)c4ccco4)cc3)nc2s1	5	201	-1.2	6	1.0	2	-5	-6	-5	9	-3
COc1cccc(-n2c(C)nnc2SCC(=O)Nc2ccccc2N2CCOCC2)c1	2	-12	0.4	-1	0.5	-1	2	2	2	1	0
CCCC(=O)NC(C)c1nc(-c2ccc(C)cc2)no1 (centres undefined)	-5	-10	0.3	-30	2.1	-10	.	-6	-2	2	-1
O=C(O)CCNS(=O)(=O)c1ccc2c(c1)Cc1ccccc1-2	2	16	0.0	-24	1.0	-5	21	4	-3	-5	3
O=C(NCCc1ccccc1)C1CCC(CNc2nc(=S)[nH]c3ccccc23)CC1 (centres undefined)	0	-2	-2.3	-21	0.1	4	-1	6	-7	24*	-3
COC(=O)c1ccc(C(=O)OC)c(NC(=S)N2CCC(C(N)=O)CC2)c1	-5	-1	0.7	.	-0.3	0	2	-2	2	-2	-1
CC(=O)c1cccc(NS(C)(=O)=O)c1	-7	-1	1.4	-1	0.7	-3	-1	2	4	-2	-2
O=c1ccc(-c2ccc(S(=O)(=O)Nc3ccc(F)cc3)o2)n[nH]1	-9	-9	.	-3	-1.3	-6	0	1	2	-2	0
C=CCN1C(=O)C(=O)N(CC(=O)c2ccc3c(c2)CCCC3)C1=O	-12	-4	-1.8	-7	-1.2	-11	0	-2	-3	-3	-3
CC(=O)OCC1(O)CC23CCC4c5ccoc5CCC4(C)C2CCC1C3 (centres undefined)	-1	.	1.5	-29	3.2	9	.	-2	-16	-7	-1
CC(=O)c1c(C)[nH]c(C(=O)Nc2cccc(S(=O)(=O)N(C)C)c2)c1C	-12	1	1.3	18	-2.4	-6	-1	2	4	-22	-3
Cn1cc(CCC(=O)N2CCCC(C(=O)c3ccc(C(C)(C)C)cc3)C2)cn1 (centres undefined)	7	0	0.2	-15	-1.8	-5	5	-1	-9	-1	0
Cc1ccc(S(=O)(=O)Nc2ccc(-c3nnc(SCc4ccccc4Cl)o3)cc2)cc1	-8	11	2.9	10	-0.2	-4	-4	-4	2	-3	-1
COc1ccccc1CNC(=O)CS(=O)(=O)Cc1ccccc1	-14	6	1.2	2	-0.7	-4	-2	-17	5	-2	4
O=C(Nc1ccccc1-c1nnn(CC(=O)N2CCOCC2)n1)c1ccccc1F	-8	-15	-1.8	-3	1.4	-1	-2	5	-1	-9	-6
COc1ccc(S(=O)(=O)N(CCc2ccccc2)CC(=O)O)cc1C	-3	2	0.2	-40	0.3	-3	.	-9	1	7	2
O=C(O)CCC(=O)CCC(=O)c1ccc(Cl)cc1	-14	31	0.0	11	-0.8	-5	-3	-7	0	1	-5
O=C(NNC(=O)C1CC1)c1cc(=O)[nH]c2ccccc12	4	-19	-0.3	-1	-1.1	-5	-2	10	-6	5	-1
CC(C)Cn1c(SCC(=O)N2CC(=O)Nc3ccccc32)nc2ccccc21	-9	-8	0.6	-29	0.2	4	2	7	-2	-4	2
N/C(=N\OC(=O)CSc1ccccc1)c1ccccn1	9	2	-3.8	4	0.6	-1	-2	24	0	-9	0
Cc1ccc(NC(=O)NCCc2ccc(S(N)(=O)=O)cc2)cc1	7	205	0.5	5	-0.5	6	0	.	0	1	0
c1ccc2c(c1)ncn2CCN1CCCCC1	5	-9	-2.7	-18	-1.8	-18	0	-8	2	0	-5

Screens from PubChem BioAssay.
